Bioassay records (PubChem BioAssay)
Menin MLL FP TR: qHTS Assay for Inhibitors Targeting the Menin-MLL Interaction in MLL Related Leukemias: Competition With Texas Red Labeled MLL-derived Mutant Peptide; Potency, µM (top dose mostly 61.6 µM), for inactives: at the highest dose FP activity change, negative = inhibition, most hits filed as inhibitors; AID 1768, 2009; Menin + Texas Red MLL mutant peptide, fluorescence polarization; 270,000 compounds, 0.23% hits; O00255; active = well fitted inhibition curve with a large enough effect in the polarisation, with a control signal flat, not every such curve was filed as active; inconclusive = small, poorly fitted or top-dose-only effect, or effect the other way, or a change in a side signal; inactive = no such curve, though single readings can be large or run the other way; the % refers to the polarisation; also: potency is read from the fitted curve at half-maximal effect; % of control where 0% means no effect; many of its hits are not listed in these tables
GALK inh: qHTS Assay for Inhibitors of Human Galactokinase (GALK) | Purified GALK, Kinase-Glo residual ATP luminescence | Potency, µM (series often up to 57.5 µM), for inactives: at the highest dose activity change, negative = inhibition, usual class: inhibitors | 270,000 compounds, 0.007% hits | AID 1868, 2009; also: potency is read from the fitted curve at half-maximal effect; % is scaled to controls: 0 for no effect and ±100 for the full control effect
Target sequence (P51570 whole entry, looked up): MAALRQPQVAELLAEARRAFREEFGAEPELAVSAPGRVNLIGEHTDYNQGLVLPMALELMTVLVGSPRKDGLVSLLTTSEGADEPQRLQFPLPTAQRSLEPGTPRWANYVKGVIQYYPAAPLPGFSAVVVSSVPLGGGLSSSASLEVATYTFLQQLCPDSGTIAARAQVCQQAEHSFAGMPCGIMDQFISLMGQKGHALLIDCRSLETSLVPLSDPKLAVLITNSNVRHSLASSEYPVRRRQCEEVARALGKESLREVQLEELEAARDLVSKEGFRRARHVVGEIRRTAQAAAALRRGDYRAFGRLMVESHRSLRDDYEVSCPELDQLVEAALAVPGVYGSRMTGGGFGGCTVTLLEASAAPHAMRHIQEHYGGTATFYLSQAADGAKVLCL
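ATP-depletion format; final 35 uM ATP, 100 uM D-galactose, 5 nM enzyme; pH 8.0 HEPES/Mg2+ buffer; 60 min RT; luminescence read 10 min after detection reagent.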
TSHR antagonist: Antagonists of the Thyroid Stimulating Hormone Receptor: HTS campaign; AID 504810, 2011; TSHR-expressing cells, TSH-stimulated cAMP HTRF, 2 h; active compounds read low; activity change, negative = inhibition, % at 11.5 µM; Thyrotropin receptor (Homo sapiens), P16473; 330,000 compounds, 0.2% hits;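 active = activity change below a set negative limit, meaning inhibition stronger than a set level, cut at about -70% in these data; inconclusive = activity change between two set negative limits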; also: % is scaled to controls: 0 for no effect and ±100 for the full control effect
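Cell-based HTRF cAMP assay; TSHR cells + compound, TSH EC80 (4nM final), 2 h, 37 deg C. Lysis with anti-cAMP cryptate and cAMP-d2, 30 min RT, read 665/620 nm.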
Mito fusion yeast: qHTS Assay for Small Molecule Inhibitors of Mitochondrial Division or Activators of Mitochondrial Fusion. Potency, µM (titrated, usually from 46.1 µM), without a hit: at the top dose growth rescue (activation), usual class: activators. S. cerevisiae fusion-defective mutant growth rescue, CellTiterGlo 48 h. 320,000 compounds, 0.23% hits. AID 485298, 2010;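 also: potency is read from the fitted curve at half-maximal effect; % of control where 0% means no effect; nearly all actives have a fitted effect of over 45% in size; temperature-sensitive fusion mutants such as fzo1-1 at 37 °C on non-fermentable ethanol glycerol medium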
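Compounds are tested for their ability to restore growth of mitochondrial fusion-defective yeast strains at non-permissive 37C in YPEG medium over 48 hours. Viability is quantified by luciferase luminescence.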
PKM2 act: qHTS Assay for Activators of Human Muscle isoform 2 Pyruvate Kinase; purified PKM2, Kinase-Glo ATP luminescence, activation; response scale: 0% is enzyme alone, no compound; Pyruvate kinase PKM (Homo sapiens), P14618; Potency, µM (series often up to 57.5 µM), inactives show at the highest dose activation, actives largely listed as activators; 260,000 compounds, 0.34% hits; AID 1631, 2009; also: potency is read from the fitted curve at half-maximal effect; % is scaled to controls: 0 for no effect and ±100 for the full control effect; nearly all actives have a fitted effect of over 55% in size
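Purified hPK-M2 (>95%) run at intermediate activity with 0.1 mM ADP and 0.5 mM PEP in 50 mM imidazole pH 7.2, KCl, MgCl2; 1 h room temperature. ATP formed read by Kinase-Glo luminescence; normalized to uninhibited and no-enzyme controls.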
MBNL1-CUG inh: qHTS Assay for Inhibitors of MBNL1-poly(CUG) RNA binding | TR-FRET MBNL1-His/biotin-(CUG)12 binding, 665/545 ratio | Potency, µM (top dose mostly 57.5 µM), without a hit: at the highest dose activity change, negative = inhibition, most hits filed as inhibitors | 280,000 compounds, 0.036% hits; active = well fitted inhibition curve with a large enough effect in the signal ratio, with a control signal flat, not every such curve was filed as active; inconclusive = small, poorly fitted or top-dose-only effect, or effect the other way, or a change in a side signal; inactive = no such curve, though single readings can be large or run the other way; the % refers to the signal ratio; also: potency is read from the fitted curve at half-maximal effect; % is scaled to controls: 0 for no effect and ±100 for the full control effect
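TR-FRET between His-tagged MBNL1 and biotin-(CUG)12 RNA, detected with Tb anti-His antibody (0.055 ng/ul) and streptavidin-XL665 (5 nM), 60 min at room temperature. Compounds titrated 92 nM to 58 uM; 665/545 nm ratio normalized to buffer and complex controls.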
ASM inhibitor: Inhibitors of Secretory Acid Sphingomyelinase (S-ASM): qHTS | 340,000 compounds, 0.006% hits | placental ASM, HMU-PC fluorogenic substrate, 60 min | AID 504937, 2011 | Potency, µM (series often up to 57.5 µM), for the others: top-dose activity change, negative = inhibition, hits mostly inhibitors; also: potency is read from the fitted curve at half-maximal effect
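Fluorogenic HMU-PC substrate (9 uM final) is turned over by placental ASM in 60 min at 37 C after a 10 min compound preincubation. Reaction ended by alkaline stop (pH 10), with fluorescence read at 386/447 nm.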
Chronic BCR inh: qHTS Assay to Find Inhibitors of Chronic Active B-Cell Receptor Signaling; Potency, µM (top dose mostly 46.1 µM), for the others: top-dose ratio change, negative = lower green/red ratio, hits mostly inhibitors; 340,000 compounds, 0.05% hits; ABC-DLBCL IkBa-CBG/CBR reporter, luminescence ratio, 4 h; AID 493014, 2011; active = well fitted inhibition curve with a large enough effect in the signal ratio, with a control signal flat, not every such curve was filed as active; inconclusive = small, poorly fitted or top-dose-only effect, or effect the other way, or a change in a side signal; the % refers to the signal ratio;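 also: potency is read from the fitted curve at half-maximal effect; plate controls were basal doxycycline-induced cells for no effect and cells given 10 µM MG132 for full effect; MG132 reads +100%, hits lower the ratio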
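Cell line TMD8 (human ABC DLBCL), stably expressing tet-inducible CBG68-IkBa fusion and CBR; IMDM/0.5% FBS; cpd up to 46 uM; dox induction, 4 h, 37C/5% CO2; dual luminescence; green/red ratio; MG132 control.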
USP2a inh: qHTS Assay for Inhibitors of Ubiquitin-specific Protease USP2a Using CHOP2 as the Reporter | Ubiquitin carboxyl-terminal hydrolase 2 (Homo sapiens), O75604 | USP2 core, Ub-CHOP2 coupled fluorogenic reporter, 485/531 | Potency, µM (top dose mostly 38.3 µM), inactives show at the top dose activity change, negative = inhibition, hits mostly inhibitors | 330,000 compounds, 0.01% hits | AID 463254, 2010;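 also: potency is read from the fitted curve at half-maximal effect; plate controls were DMSO wells for no effect and full inhibition by NEM control for full effect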
Target sequence (O75604 whole entry, looked up): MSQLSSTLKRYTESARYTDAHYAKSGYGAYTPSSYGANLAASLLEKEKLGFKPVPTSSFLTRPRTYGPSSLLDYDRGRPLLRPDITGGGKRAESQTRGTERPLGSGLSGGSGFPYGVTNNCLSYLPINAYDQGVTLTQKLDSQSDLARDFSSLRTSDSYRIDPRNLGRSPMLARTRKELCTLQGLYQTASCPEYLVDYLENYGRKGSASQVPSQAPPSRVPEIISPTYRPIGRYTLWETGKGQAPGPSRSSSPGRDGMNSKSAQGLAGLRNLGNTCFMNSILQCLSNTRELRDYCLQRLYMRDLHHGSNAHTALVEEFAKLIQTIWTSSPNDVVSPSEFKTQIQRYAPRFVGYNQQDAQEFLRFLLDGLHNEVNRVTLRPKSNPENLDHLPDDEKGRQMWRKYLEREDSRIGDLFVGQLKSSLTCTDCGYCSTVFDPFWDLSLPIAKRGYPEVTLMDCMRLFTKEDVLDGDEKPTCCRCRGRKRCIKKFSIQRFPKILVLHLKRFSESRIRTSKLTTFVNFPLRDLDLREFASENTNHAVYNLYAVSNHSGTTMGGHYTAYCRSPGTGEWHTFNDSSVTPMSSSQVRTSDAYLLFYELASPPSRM
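Deubiquitinase activity read as fluorescence (485/531 nm) after Ub-CHOP2 cleavage activates the enterokinase reporter on its substrate; USP2 core 10nM, Ub-CHOP2 and substrate 25nM each, 30min compound preincubation then 60min RT; data normalized to NEM, curves fitted.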
hERG WT inh: qHTS for Inhibitors of KCHN2 3.1: Wildtype qHTS; U2OS, BacMam KCNH2, thallium flux FluxOr; active compounds read low; AID 720551, 2013; activity change, % at 1.84 µM; 340,000 compounds, 0.37% hits; Voltage-gated inwardly rectifying potassium channel KCNH2 (Homo sapiens), Q12809;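 active = maximum activity change below -70%; inconclusive = maximum activity change between -70% and -50%; inactive = maximum activity change above -50%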; also: % is scaled to controls: 0 for no effect and ±100 for the full control effect
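U2OS cells were transduced with wild-type KCNH2 virus (2.03 x 10^8 / mL) for 4 h at room temperature, then cultured overnight at 37 C. Thallium flux was read with FluxOr dye. Rate constants were normalized to DMSO controls.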
Eya2 phos inh: qHTS Assay for Inhibitors of the Phosphatase Activity of Eya2. Potency, µM (highest dose often 76.9 µM), for inactives: at the top dose activity, negative = inhibition, actives largely listed as inhibitors. 330,000 compounds, 0.006% hits. recombinant Eya2, OMFP fluorescence dephosphorylation (OMFP is methylfluorescein phosphate); also: potency is read from the fitted curve at half-maximal effect; % is scaled to controls: 0 for no effect and ±100 for the full control effect
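Eya2 (0.2 uM) preincubated 10 min at ambient with compound, then OMFP substrate added at 50 uM; 10 min reaction in 50 mM HEPES pH 7.5, 50 mM NaCl, 5 uM MgCl2, 0.05% BSA, 1 mM DTT. Fluorescence read at Ex 485/Em 525 nm.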
Active calls of the source: *; ? = inconclusive; · = not tested or not shown; [ ] = remark or other dose. Unless noted, calls follow the shape of the dose curve; as a rule, active = well fitted curve in the direction sought with a large enough effect; inconclusive = small, poorly fitted or top-dose-only effect, or another doubt; inactive = no such curve, though single readings can be large; an effect the other way counts as inactive or inconclusive.

#	Molecule	ASM inhibitor	MBNL1-CUG inh	PKM2 act	hERG WT inh	USP2a inh	Eya2 phos inh	Mito fusion yeast	Menin MLL FP TR	Chronic BCR inh	TSHR antagonist	GALK inh
1	CCCCN1CC(=O)N2[C@H]3c4cc(C)ccc4OC[C@@H]3[C@H](c3ccccc3)[C@]2(C)C1=O	3%	·	·	2	4%	-9%	·	·	-1%	1	·
2	CCC(c1nnnn1Cc1ccc(OC)cc1)N1CCN(C(=O)c2ccco2)CC1 (stereo unspecified)	2%	-7%	-3%	-20	0%	7%	-2%	-4%	0%	-2	1%
3	Cc1cccc(NS(=O)(=O)c2cc(OCC(N)=O)c(C)cc2Cl)c1	-2%	?	2%	0	-4%	-1%	0%	17%	15%	-2	0%
4	O=C(NC1CCCCC1)NC1CC2CCC(C1)N2C(=O)NC1CCCCC1 (stereo unspecified)	·	0%	1%	·	-1%	-9%	1%	-2%	-1%	0	-3%
5	CC1CCCN(CCCCOc2cccc(Br)c2)C1 (stereo unspecified)	-3%	·	1%	-5	-2%	-24%	13%	1%	-14%	14	2%
6	COc1ccc(CCC(=O)N2CCCSC2=Nc2ccc(C(C)=O)cc2)cc1	0%	-3%	-5%	3	7%	-15%	4%	-26%	-4%	-6	0%
7	COc1cccc(NC(=O)CN2C(=O)NC(C)(C3CC3)C2=O)c1 (stereo unspecified)	2%	·	·	-5	6%	-13%	·	·	2%	-13	·
8	CC12CCC(C(=O)N(c3cccc(Cl)c3)C1=O)C2(C)C (stereo unspecified)	4%	-9%	0%	-2	2%	3%	4%	27%	0%	5	·
9	O=C(OCc1ccc(F)cc1)c1ccc2c(c1)-c1ccccc1C2=O	-10%	-2%	-2%	0	-2%	0%	18%	13%	0%	-9	-2%
10	CCCn1c(N)c(C(=O)NS(=O)(=O)c2ccc(C)cc2)c(=O)n(C)c1=O	12%	-4%	?	·	4%	4%	6%	5%	13%	-8	12%
11	CC(C)(C)OC(=O)Cn1c(=O)cnc2ccccc21	11%	36%[activator]	-1%	-7	4%	18%	-2%	3%	3%	-13	2%
12	COc1cccc(CN2CCN(Cc3cc(OC)c(OC)c(OC)c3)CC2)c1OC	2%	12%	2%	11	-16%	-3%	4%	-6%	?	-5	-1%
13	COc1ccccc1N(Cc1ccccc1)S(=O)(=O)c1cc(C(=O)O)ccc1Cl	7%	-4%	1%	-7	3%	18%	1%	?	7%	-12	-1%
14	Cc1ccc(NC(=O)N(Cc2cc3cc(C)cc(C)c3[nH]c2=O)CC2COCCO2)cc1 (stereo unspecified)	-12%	1%	2%	2	4%	-6%	0%	-1%	0%	2	20%
15	O=C(NCC(c1ccco1)N1CCN(c2ccc(F)cc2)CC1)C(=O)NC1CCCCC1 (stereo unspecified)	-2%	·	·	6	1%	10%	4%	·	?	0	·
16	O=C(Nc1ccccc1N1CCCC1)c1ccc2ccccc2c1	6%	9%	-1%	-14	-1%	6%	?	22%	-6%	-6	6%
17	CN(C)S(=O)(=O)c1ccc(C(=O)NCC(c2cccs2)N2CCOCC2)cc1 (stereo unspecified)	3%	·	·	-4	-8%	-2%	?	·	11%	3	·
18	CC[N+]1(CC(O)COC2CC(C)CC(C)(C)C2)CCOCC1 (stereo unspecified)	-1%	8%	-7%	-13	0%	6%	-3%	·	-3%	-2	-1%
19	CCN(c1ccccc1)S(=O)(=O)c1ccc(Cl)c(NC(=O)CSc2nncn2C)c1	2%	-4%	-5%	0	0%	0%	-2%	5%	2%	9	-3%
20	Cc1ccsc1/C=N/n1cnnc1	6%	13%	-1%	-1	5%	10%	-4%	·	0%	-6	-2%
21	CCN(CC(=O)Nc1c(F)cccc1F)C(=O)C1(c2ccccc2)CC1	2%	-4%	-8%	0	-1%	14%	0%	·	19%	-8	-3%
22	Cc1onc(-c2ccccc2Cl)c1C(=O)NCc1nnnn1-c1ccc(F)cc1	0%	·	·	-6	-1%	4%	-3%	·	?	9	·
23	O=c1[nH]c2ccccc2nc1Cc1ccc([N+](=O)[O-])cc1	0%	?	?	-2	1%	1%	16%	?	-7%	5	-1%
24	O=S(=O)(Nc1ccccc1C(F)(F)F)c1ccc(-c2ccccn2)s1	-1%	12%	·	-7	2%	-4%	?	27%	?	-5	-1%
25	CCc1ccc(N2C(=O)c3sc4nnc(C)c(=O)n4c3C2=O)cc1	-1%	6%	11%	-2	0%	2%	-4%	19%	3%	4	3%
26	CCOc1ccc(NC(=O)Nc2cc(-c3ccccc3)sc2C(=O)OC)cc1	-14%	9%	23%	-9	-1%	-15%	?	-30%	15%	-11	3%
27	C=CCn1c(O)c(N=O)c2cc(C)ccc21	3%	?	-14%	-11	3%	0%	-1%	-1%	?	-12	0%
28	C#CCOCCOCCOCCNc1nc(N2CCOCC2)nc(N2CCN(C(=O)[C@H](CC(N)=O)n3cc(C(N)[C@@H](C)CC)nn3)CC2)n1 (stereo partly specified)	0%	·	·	-19	2%	-26%	·	·	-1%	12	·
29	COc1ccc2cc(/C(C)=N/NC(=S)Nc3cc(S(=O)(=O)N4CCOCC4)ccc3N3CCOCC3)ccc2c1	·	5%	3%	·	-5%	9%	6%	2%	-6%	-4	0%
30	COc1ccc(C(c2nnnn2CC2CCCO2)N2CCN(c3ccc(F)cc3)CC2)cc1 (stereo unspecified)	1%	-4%	-8%	3	0%	0%	1%	-17%	3%	-12	-1%
31	CCC(=O)N1c2ccc(S(=O)(=O)NC3CCCCC3)cc2CC1C (stereo unspecified)	4%	2%	·	3	-1%	-3%	-2%	-3%	7%	-7	-2%
32	Cc1cc(C)n(C(=O)c2cccc([N+](=O)[O-])c2C)n1	2%	9%	1%[11.5 µM]	3	-1%	12%	2%	1%	0%	-1	-2%
33	CCCCNC(=O)COC(=O)c1c2c(nc3ccccc13)/C(=C/c1cccs1)CC2	367%[activator]	·	-16%	2	6%	-1%	15%	?	?	7	0%
34	N#Cc1nc(Cc2ccccc2)oc1NCc1cccnc1	3%	-5%	1%	-17	1%	5%	0%	3%	-12%	-5	-3%
35	COc1ccc(S(=O)(=O)N2CCCCCC2)cc1NC(=O)Cc1ccccc1F	-3%	2%	2%	-10	-4%	-15%	19%	·	1%	0	4%
36	CC1(c2ccc3ccccc3c2)NC(=O)N(CC(=O)Nc2ncccc2O)C1=O (stereo unspecified)	1%	·	·	9	0%	-2%	-2%	·	-2%	0	·
37	Cc1ccc(-c2csc(Nc3ccccc3)[n+]2CCc2ccccc2)cc1	-5%	0%	-8%	-1	0%	-10%	1%	-19%	15%	-10	-1%
38	O=S(N1CCCCCC1)C12CC3CC(CC(C3)C1)C2 (stereo unspecified)	0%	-4%	-4%	4	0%	-5%	16%	?	1%	-12	-5%

A portion of the library. The share of hits here may be higher or lower than overall.
